HIV fusion peptide: inhibitors of HIV fusion peptide binding, primary screen, biochemical, uHTS, fluorescence dequenching (AID 1986); cell-free peptide binding, fluorescence dequenching, 30 min; higher % means a stronger effect; one-dose inhibition, % at 20 µM; IC50 in µM for titrated hits; 290,000 compounds, 0.3% hits; in the data active means inhibition mostly above about 52%, no sharp cut-off; inactive means mostly below about 76%; further: some results filed as inactive read as strong as hits
GPR55 LPI antagonism: GPR55 antagonists blocking LPI-driven arrestin recruitment, primary screen, imaging, U2OS, beta-arrestin-GFP, LPI agonist (AID 2013). G-protein coupled receptor 55 (Homo sapiens). one-dose inhibition, % at 10 µM; IC50 in µM for titrated hits. U2OS GPR55 beta-arrestin-GFP translocation imaging, LPI antagonism; higher % means a stronger effect. 290,000 compounds, 0.13% hits;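 active means spots per cell inhibited over 60%, with over 100 cells counted and total cytoplasm intensity under 500,000; inconclusive means wells with under 100 cells, flagged as likely toxic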;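 further: U2OS cells stably carrying GPR55 and arrestin-GFP stimulated by 5 µM LPI near EC80; imaged beta-arrestin-GFP aggregate spots per cell after agonist stimulation; plate controls were LPI-stimulated DMSO wells for no effect and DMSO wells without LPI for full effect; some results filed as inactive read as strong as hits; confirmed hits need IC50 under 10 µM and bright autofluorescent wells are also inconclusive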
LYP phosphatase: inhibitors of LYP phosphatase, biochemical, fluorescence intensity, uHTS (AID 1779). recombinant LYP phosphatase, fluorescence intensity; higher % means a stronger effect. 290,000 compounds, 0.054% hits. Tyrosine-protein phosphatase non-receptor type 22 (Homo sapiens). one-dose inhibition, % at 11.5 µM; IC50 in µM for titrated hits; in the data active means inhibition above about 50%;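 further: plate controls were vehicle with enzyme for no effect and no enzyme for full effect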
Myeloid diff 2: induction of myeloid progenitor differentiation, primary screen, cell-based, flow cytometry, MLPCN library; ER-HoxA9 myeloid progenitors, lysozyme-GFP differentiation; calls only at 10 µM; 360,000 compounds, 1% hits; AID 624256, 2012;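 active means normalized GFP-positive differentiation at or above the plate's own cutoff, the solvent-only control mean plus 3 SD; inconclusive means no clear call, values can overlap the other calls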;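 further: cells exposed to compound for four days before flow analysis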
Salmonella PhoP GFP: inhibitors of PhoP regulon expression, primary screen, Salmonella Typhimurium, GFP reporter (AID 1863); S. Typhimurium PhoP-regulated promoter GFP reporter, 4 h; higher % means a stronger effect; inhibition, % at 50 µM; hits with a dose series show IC50 in µM; 300,000 compounds, 0.16% hits;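 active means inhibition over 29.93%, a cutoff 3 SD above the screen mean, later confirmed by dose response; inconclusive means inhibition over 29.93% but no dose response follow-up; inactive means inhibition at most 29.93% or unconfirmed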;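 further: 0% = low Mg2+ inducing control and 100% = high Mg2+ repressing control; strong numbers were not always called active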
NTR1 agonist: agonists of NTR1, primary screen, imaging, U2OS cells, beta-arrestin-GFP, high content (AID 493036) | activation, % at 20 µM | 330,000 compounds, 0.17% hits | NTR1-U2OS beta-arrestin-GFP spot imaging, agonist mode;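 active means activation at or above 40% of the spot to cytoplasm intensity ratio, with at least 20 cells analyzed; inconclusive means wells under 20 cells, flagged as cytotoxic or low count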;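 further: 0% = DMSO without peptide and 100% = 100 nM NTR1 peptide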
Target sequence (P30989 whole entry, looked up): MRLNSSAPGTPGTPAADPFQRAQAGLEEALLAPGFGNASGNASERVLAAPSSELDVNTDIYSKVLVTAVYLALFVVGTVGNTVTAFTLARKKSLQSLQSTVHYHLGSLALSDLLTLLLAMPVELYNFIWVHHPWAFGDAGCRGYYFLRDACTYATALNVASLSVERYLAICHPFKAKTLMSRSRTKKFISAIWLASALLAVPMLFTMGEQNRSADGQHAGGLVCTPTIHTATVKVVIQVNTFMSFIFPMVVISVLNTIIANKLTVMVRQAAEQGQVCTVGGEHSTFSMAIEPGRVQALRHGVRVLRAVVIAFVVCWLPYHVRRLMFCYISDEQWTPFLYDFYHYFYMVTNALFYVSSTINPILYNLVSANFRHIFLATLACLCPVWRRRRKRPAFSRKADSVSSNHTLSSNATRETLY
GPR35 arrestin U2OS: GPR35 antagonists blocking zaprinast-driven arrestin recruitment, primary screen, imaging, U2OS, beta-arrestin-GFP, zaprinast agonist (AID 2058). one-dose inhibition, % at 10 µM; IC50 in µM for titrated hits. U2OS GPR35 beta-arrestin-GFP translocation imaging, zaprinast antagonism; higher % means a stronger effect. 290,000 compounds, 0.052% hits. G-protein coupled receptor 35 (Homo sapiens);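 active means inhibition of at least 50% with at least 30 cells and total cytoplasm GFP at most 10,000,000; inconclusive means under 30 cells or total GFP of 10,000,000 plus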
Rac1 GTP hydrolysis: MgcRacGAP GTPase-activating activity inhibitors, confirmation, biochemical, ADP Hunter fluorescence; MgcRacGAP-stimulated Rac1 GTP hydrolysis, ADP Hunter fluorescence; higher % means a stronger effect; GST-tagged Rac1 F28L mutant substrate; one-dose inhibition, % at 30 µM; IC50 in µM for titrated hits; 340,000 compounds, 0.6% hits; AID 624330, 2012;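 active means first-screen hits whose inhibition reached a set limit at any dose in the follow-up dose series; inconclusive means inhibition above the set first-screen limit but never retested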;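 further: fluorescence reports GDP produced by GAP-driven GTP hydrolysis; strong numbers were not always called active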
Siah-1 displacement: Siah-1 peptide-binding antagonists, primary screen, biochemical, fluorescence polarization, rhodamine-plectin, uHTS (AID 1817); E3 ubiquitin-protein ligase SIAH1 (Homo sapiens); Siah-1 / rhodamine-plectin peptide fluorescence polarization; higher % means a stronger effect; displacement, % at 20 µM, or IC50 in µM where a hit was titrated; 290,000 compounds, 0.02% hits;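 active means displacement of at least 50% at 20 µM, with a fluorescence ratio check between 0.3 and a set limit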;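 further: plate controls were Siah plus tracer with DMSO for no effect and tracer alone without Siah for full effect; strong numbers were not always called active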
NTR1 agonist cell count 20 µM: further read-out of NTR1 agonist, marked with its call; cell count; measured here: cell count, cytotoxicity flag
Myeloid diff 2 GFP+ MAC1+ %: also measured in Myeloid diff 2; calls as there; GFP+ MAC1+ double positive, %; measured here: differentiation confirmed by MAC1 staining
* marks the source's active call; other numbers are inactive results; i = inactive; ? = inconclusive; · = no result given.

SMILES	HIV fusion peptide	GPR55 LPI antagonism	LYP phosphatase	Myeloid diff 2	Myeloid diff 2 GFP+ MAC1+ %	Salmonella PhoP GFP	NTR1 agonist	NTR1 agonist cell count 20 µM	GPR35 arrestin U2OS	Rac1 GTP hydrolysis	Siah-1 displacement
N#CC(c1ccc(Cl)cc1)c1ccc2c(C(F)(F)F)cc(C(F)(F)F)nc2n1 (configuration not stated)	0.0%	-14%	-5%	i	1.0	17%	11	40	-22%	13%	-3%
O=C(Nc1cccc(Oc2ccc3c(c2)C(=O)NC3=O)c1)c1ccco1	-1.2%	2%	-1%	i	1.5	1%	-1.0	48	-3%	6%	0%
Cc1c(OC(C)C(=O)NCc2ccncc2)ccc2c3c(c(=O)oc12)CCCC3 (configuration not stated)	-1.5%	-2%	-6%	i	0.4	9%	-0.2	65	2%	4%	-6%
C#Cc1ccc([C@H]2C=C(C(=O)NCc3ccccc3)O[C@@H](OCc3ccc(CO)cc3)C2)cc1	·	·	·	i	1.4	0%	0.8	90	·	7%	·
COc1cc(C(=O)NCC(=O)N2CC=C(c3ccccc3)CC2)cc(OC)c1OC	·	·	·	i	0.6	-4%	-1.2	53	·	8%	·
CCn1cc(C(=O)NCCCN2CCCC(C)C2)c(=O)c2cc(S(=O)(=O)N3CCOCC3)ccc21 (configuration not stated)	-1.6%	4%	-8%	i	0.7	7%	0.3	65	6%	-41%	-7%
O=C(CCc1ccccc1)Nc1ccc(N2CCOCC2)cc1	12%	11%	-7%	i	2.8	5%	0.2	40	9%	7%	-4%
COCCCN(C(=O)Nc1cccc(Cl)c1)C(C)c1ccccn1 (configuration not stated)	0.3%	0%	-3%	i	1.1	-3%	-0.5	85	4%	8%	12%
CCc1nn(CC(=O)Nc2cc(C)ccc2C)c(=N)s1	-1.2%	14%	-6%	i	0.9	1%	-0.5	53	4%	11%	2%
COC(=O)c1ccc(OCC(O)CN2CCc3cc(OC)c(OC)cc3C2c2ccccc2)cc1 (configuration not stated)	-1.2%	-2%	-6%	i	7.5	10%	2.9	46	16%	5%	15%
O=C(Cc1ncc(C(F)(F)F)cc1Cl)Nc1cccc(Br)c1	-0.2%	-1%	-3%	i	2.1	25%	1.3	70	-4%	4%	-3%
O=C(O)c1c(F)c(F)c(F)c(F)c1-c1ccc(Cl)cc1	-2.0%	2%	0%	i	6.1	-13%	-0.7	50	1%	1%	6%
COc1ccc([N+](=O)[O-])cc1NC(=O)CSCc1cc(C)cc(C)c1	-0.9%	13%	-2%	i	0.0	-2%	2.2	89	10%	7%	0%
CCOC(=O)/C(C#N)=C1/C=CN(c2ccc(C)cc2)C=N1	-0.6%	12%	0%	i	7.1	2%	1.6	46	10%	1%	2%
Cc1cccc(OC(=O)NCCOC(=O)N(O)c2ccc(Cl)cc2)c1	2.7%	5%	0%	i	0.5	7%	5.4	40	-10%	1%	1%
Clc1ncnc2scc(C3COc4ccccc4O3)c12 (configuration not stated)	-0.7%	3.4µM*	-2%	i	0.6	-5%	4.7	88	36%	-1%	-1%
CC1CC(C)CN(C(=O)Cc2c(C(=O)O)[nH]c3ccc(Cl)cc23)C1 (configuration not stated)	5.8%	4%	-2%	i	0.3	2%	-0.6	49	8%	2%	6%
Cc1cccc(C(=O)NC(=S)NNC(=O)c2ccc(Cl)cc2)c1	2.8%	15%	-4%	i	0.3	-15%	·	·	9%	10%	0%
O=C(O)/C=C/c1cccc(NS(=O)(=O)c2ccccc2)c1	1.6%	0%	-6%	i	1.8	-20%	1.3	66	-6%	7%	2%
CC1NC(=O)N(C)C2NC(=O)N(C)C(c3ccccc3)C12 (configuration not stated)	-0.7%	-10%	-5%	i	0.5	-5%	-0.9	31	-3%	11%	7%
COc1cc(/C=c2\sc3n(c2=O)CCCN=3)ccc1O	1.4%	0%	0%	i	0.9	2%	0.2	55	-4%	16µM*	0%
Cc1nc(SCC(=O)O)c2oc3ccccc3c2n1	2.0%	-3%	-8%	i	0.7	-5%	-1.0	88	-34%	2%	0%
COc1ccc(NC(=O)N2CCN(C(=O)C(Cc3ccc(F)cc3)NC(C)=O)CC2)cc1 (configuration not stated)	-1.8%	6%	-5%	i	0.1	·	-0.4	51	7%	4%	3%
Cc1cc(NC(=O)CSc2nnc(CNC(=O)c3ccc(F)cc3)o2)no1	0.0%	14%	-11%	i	0.7	-1%	-0.4	59	4%	7%	6%
O=C(CSc1nnnn1-c1ccc(F)cc1)NNC(=O)c1ccco1	-1.5%	5%	-7%	i	0.2	2%	2.9	44	2%	12%	1%
c1ccc(CCc2nc(-c3ccncc3)no2)cc1	-2.3%	-1%	-6%	i	1.0	5%	1.2	48	4%	7%	-1%
Cc1nc2nc(COc3ccccc3)nn2c(C)c1Cl	-0.9%	3%	-8%	i	0.3	6%	0.3	57	-1%	7%	1%
CCCn1cc(C(=O)OCC)c(=O)c2cc(F)c(F)cc21	-0.3%	-15%	-11%	i	0.2	-9%	-0.2	49	-9%	·	0%
Cc1cccc(OCc2nnc(SCC(=O)Nc3cc(C)on3)n2C)c1	-2.7%	2%	-7%	i	2.8	-7%	-1.4	81	2%	-2%	-1%
CC(=O)Cc1nsc(NC(=O)c2ccc(COc3ccccc3)o2)n1	3.2%	10%	-4%	i	0.6	-10%	4.1	58	4%	6%	0%
CCn1cc(/C=N/NC(=O)c2ccc3c(c2)OCO3)c(C)n1	-1.6%	11%	1%	i	0.0	-6%	1.8	56	5%	-2%	0%
COc1cccc(CNC(=O)Cn2ccc3cc(S(=O)(=O)N4CCCCCC4)ccc32)c1	1.5%	12%	-11%	i	1.5	-2%	1.0	57	-4%	1%	1%
COc1ccc(C2CC(=O)Oc3ccc(C(C)(C)C)cc32)cc1 (configuration not stated)	2.1%	-6%	-7%	i	0.6	7%	6.9	95	2%	6%	4%
Cc1cccc(Cn2ccc(N)n2)c1	-0.5%	9%	-6%	i	0.9	0%	1.8	58	25%	14%	-3%
CCN(C(=O)COc1ccccc1)C1CCCCC1	-0.8%	13%	3%	i	0.8	-4%	1.6	82	10%	-5%	-5%
CN(c1ccccc1C(=O)Nc1ccccc1C(=O)NCc1ccco1)S(C)(=O)=O	3.3%	10%	-2%	i	1.7	-3%	-0.7	78	-6%	1%	1%
Cc1cc(C(F)(F)F)cc(NNC(=O)NC(=O)c2c(F)cccc2Cl)n1	-0.3%	6%	-6%	i	0.4	-10%	3.4	49	1%	9%	-1%
COc1cc(O)c(C(CC(=O)N2CCOCC2)c2ccc3c(c2)OCO3)c(OC)c1 (configuration not stated)	-0.4%	-9%	-12%	i	0.8	-1%	-2.8	100	-8%	-3%	-1%
Cc1cccc(-n2nc3c(c2NC(=O)c2c(F)cccc2F)CS(=O)(=O)C3)c1C	0.1%	4%	-14%	i	0.7	1%	-0.5	60	12%	6%	-1%
Cc1cccn2c(=O)c(C(=O)NC3CCCCC3C)c(O)nc12 (configuration not stated)	·	·	·	i	0.6	-3%	0.8	63	·	4%	·
COc1ccc(NC(=O)C2CCN(S(=O)(=O)c3c(C)noc3C)CC2)cc1Cl	0.2%	-15%	-5%	i	0.9	-3%	-0.7	47	-3%	-1%	5%
Cc1ccc(C2NC(=O)c3c(sc4c3CCN(C)C4)N2)s1 (configuration not stated)	-0.5%	0%	-4%	i	6.3	-13%	-1.4	45	8%	19%	-5%
CC1CCN(CCCNC(=O)c2ccc3c(Cl)c4c(nc3c2)CCCC4)CC1	0.1%	14%	-10%	i	0.0	-2%	6.7	63	-12%	25%	12%
COc1cc(OC)c(C(=O)NCc2cccnc2)cc1OC	-0.9%	-2%	-4%	i	0.3	2%	-1.2	43	8%	7%	2%
Cc1cc(C(=O)Nc2c(C)nn(Cc3ccc(F)cc3)c2C)on1	-2.8%	2%	-4%	i	2.6	6%	0.0	88	5%	11%	-4%
O=C(Nc1ccc(Cl)c(Cl)c1)c1cccc(S(=O)(=O)NCc2cccnc2)c1	1.6%	3%	-3%	i	0.3	1%	3.9	37	26%	7%	2%
CC(NC(=O)c1ccc([N+](=O)[O-])cc1[N+](=O)[O-])c1ccc(-c2ccccc2)cc1 (configuration not stated)	-2.7%	-3%	9%	i	0.3	-8%	9.1	68	1%	-1%	0%
O=C(CN1CCCC1)Nc1ccc(S(=O)(=O)N2CCCCC2)cc1	1.9%	-2%	-4%	i	0.1	6%	0.2	54	-1%	10%	-1%
Cc1ccc(C)c(S(=O)(=O)N2CCCOC2CNC(=O)C(=O)NCc2ccc3c(c2)OCO3)c1 (configuration not stated)	0.1%	4%	-4%	i	1.0	-3%	-0.5	49	8%	-3%	-2%
CC(C)N1CCc2c(sc(NC(=O)c3cc4cc([N+](=O)[O-])ccc4s3)c2C(N)=O)C1	3.5%	25%	-33%	?	·	2%	4.4	66	16%	7%	-10%

The list continues.
SMILES	HIV fusion peptide	GPR55 LPI antagonism	LYP phosphatase	Myeloid diff 2	Myeloid diff 2 GFP+ MAC1+ %	Salmonella PhoP GFP	NTR1 agonist	NTR1 agonist cell count 20 µM	GPR35 arrestin U2OS	Rac1 GTP hydrolysis	Siah-1 displacement
COc1ccc(CN=C2NC(=O)CC(C(=O)Nc3ccccc3C)S2)cc1 (configuration not stated)	-0.6%	-14%	-8%	i	0.6	-8%	-0.8	82	1%	11%	-1%
COc1cc(C(=O)N/N=C/c2ccc(OC(=O)c3ccccc3Cl)cc2)ccc1O	0.1%	13%	-7%	i	1.0	-3%	49*	47*	-8%	24%	-2%
O=C(/C=C\c1ccc2c(c1)OCO2)Nc1c2c(nn1-c1ccc(Cl)cc1)CSC2	5.7%	-6%	8%	i	5.5	-5%	3.5	81	-1%	0%	2%
Cc1ccc(NC(=S)N(CCCN2CCC(C)CC2)Cc2ccco2)cc1	-0.6%	17%	-2%	i	0.3	-3%	1.6	74	12%	10%	-4%
COc1ccc(/C=C(\C#N)C(=O)OCC(=O)Nc2ccc(-c3nc4ccc(C)cc4s3)cc2)cc1	4.0%	-6%	-6%	i	0.9	0%	4.0	64	-19%	8%	2%
